HT1080 IDH1KD tx – toxicity to HT-1080 IDH1 knockdown cells (counter line) | HT-1080 IDH1 knockdown viability, ATP luminescence, 48 h | Potency, µM (top dose mostly 46.1 µM), for inactives: at the top dose activity, negative = toxicity, usual class: cytotoxic | 360,000 tested, 2% active;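 further: potency means the concentration at half of the fitted maximal effect; 0% = DMSO wells and -100% = cell-free medium wells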
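Assay cells: HT-1080 with IDH1 knockdown, 750 per well, RPMI/5% FBS. Exposure: 48 h at 37 °C following 2 h pre-incubation. Read: CellTiter-Glo luminescence; fitted concentration-response, curve class assigned.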
SW480 rerep – inducers of DNA re-replication in SW480 colon cancer cells; SW480 DNA re-replication, Hoechst DNA content imaging, 48 h; Potency, µM (series often up to 46.1 µM), for the others: at the highest dose re-replication activation, usual class: activators; 340,000 tested, 1.8% active; further: potency means the concentration at half of the fitted maximal effect; % of control where 0% means no effect; nearly all actives have a fitted effect of over 55% in size
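First, 250 cells per well were seeded. Next, compound or vehicle (23 nL) was pinned in, plates sat 48 hr at 37 C. Finally Hoechst was added for 40 min before fluorescence scanning.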
ATXN2 expr inh – reduces ATXN2 reporter expression in HEK-293 cells | AID 1745845 | 360,000 tested, 0.72% active | Potency, µM (series often up to 57 µM), for the others: at the highest dose activity change, negative = inhibition, usual class: inhibitors | HEK-293 ATXN2-luciferase reporter, luminescence, 24 h; further: potency means the concentration at half of the fitted maximal effect; on the % scale 0 is the no-effect control and ±100 the full control effect; nearly all actives have a fitted effect of over 55% in size
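qHTS (up to 57 uM final) was run with 24 h compound exposure of reporter cells at 37 °C. Each well was multiplexed: SteadyGlo luminescence measured ATXN2-luciferase expression after a fluorogenic Gly-Phe-AFC viability readout (25 uM final).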
S2 tox – cell viability loss in ATXN counter-screen. S2 cells (HEK-293 line with an ATXN2-luciferase reporter) viability, CellTiter-Fluor protease fluorescence, 24 h. Potency, µM (highest dose often 56.7 µM), hits mostly cytotoxic. 400,000 tested, 0.49% active. AID 651635; further: potency means the concentration at half of the fitted maximal effect; nearly all actives have a fitted effect of over 40% in size
KB-3-1 tox – KB-3-1 parental cell cytotoxicity; Potency, µM (series often up to 46.1 µM), without a hit: top-dose activity change, negative = cytotoxic, usual class: cytotoxic; 400,000 tested, 1.4% active; KB-3-1 viability, CellTiter-Glo ATP luminescence, 72 h; AID 1347075; further: potency means the concentration at half of the fitted maximal effect; on the % scale 0 is the no-effect control and ±100 the full control effect; nearly all actives have a fitted effect of over 60% in size
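72 h, 37 °C compound treatment of KB-3-1 parental cells; CellTiter-Glo added, 10 min, luminescence read. Data corrected against DMSO-only plates and normalized before curve fitting.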
HT1080-NT tox – kills 2HG-producing HT-1080-NT fibrosarcoma cells | HT-1080-NT fibrosarcoma viability, CellTiter-Glo ATP luminescence, 48 h | Potency, µM (highest dose often 46.1 µM), for inactives: at the top dose activity, negative = less viability, usual class: cytotoxic | 360,000 tested, 1.6% active;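 further: NT is the 2HG producing partner of a matched IDH1 knockdown line; potency means the concentration at half of the fitted maximal effect; 0% = DMSO-treated cells and -100% = media-only wells without cells; nearly all actives have a fitted effect of over 55% in size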
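Viability of the 2HG-overproducing fibrosarcoma line after 48 hours of compound exposure at 37 degrees C was determined by luminescence with CellTiter-Glo, and concentration-effect curves were then fitted and categorized.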
IL-1B inflam inh – blocks inflammasome-driven IL-1 beta release | THP-1 LPS/ATP IL-1B secretion, AlphaLISA, 16 h; active compounds read low | activity change, % at 57.5 µM | 360,000 tested, 4.7% active; in the data active means activity change below about -50%; inconclusive means mostly about -30% to -49%; further: on the % scale 0 is the no-effect control and ±100 the full control effect
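Secreted IL-1B measured by AlphaLISA bead assay after 16 h compound exposure of THP-1 cells; compounds (final up to 57.5 uM) added 1 h before LPS (250 ng/mL) and ATP (1.25 mM) stimulation; lower signal means less secretion.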
MCF10A rerep – induces DNA re-replication in MCF 10a normal breast cells. Potency, µM (doses to about 46.1 µM), inactives show top-dose activity, positive = re-replication, actives largely listed as activators. 350,000 tested, 2.9% active. MCF 10A DNA re-replication, Hoechst nuclear intensity, 48 h; further: potency means the concentration at half of the fitted maximal effect; % of control where 0% means no effect; nearly all actives have a fitted effect of over 50% in size
HepG2 viability – counter-screen for TGF-b inhibitors: cytotoxicity in HepG2 cells. HepG2 CAGA-GFP viability, ATP luminescence, 18 h. Potency, µM (series often up to 46.1 µM), for inactives: top-dose activity change, negative = cytotoxicity, hits mostly cytotoxic. 410,000 tested, 0.76% active. AID 588856; further: potency means the concentration at half of the fitted maximal effect; some results filed as inactive show a strong effect at the top dose
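CellTiter-Glo luminescence gave cytotoxicity after 18 hours at 37 degrees C. The cells were HepG2 CAGA-GFP in 1% FBS DMEM, stimulated with 500 pg/mL TGF-beta after compound addition. %Activity was normalised to no-cell wells (complete cell-killing) and DMSO (no toxicity), and curves were fitted and classified.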
An asterisk follows results filed as active; i = inactive; ? = inconclusive; . = no result given; & = joins results of further samples; [ ] = dose if it differs, or a comment. Unless noted, the call rests on the fitted dose curve; in most records, active means well fitted curve in the direction sought with a large enough effect; inconclusive means small, poorly fitted or top-dose-only effect, or another doubt; inactive means no such curve, though single readings can be large; an effect the other way counts as inactive or inconclusive. Rows were taken by chance; about 8.9% have a hit in one of these screens.

compound,HT1080-NT tox,IL-1B inflam inh,S2 tox,HepG2 viability,SW480 rerep,ATXN2 expr inh,HT1080 IDH1KD tx,KB-3-1 tox,MCF10A rerep
Cc1c(Cl)cccc1NC(=O)CNC(=O)C1CC(=O)N(C2CCCC2)C1 (stereo not given),-9%,31,i,-8%,-4%,.,6%,1%,1%
Cc1cc(-c2nc3ccccc3s2)ccc1N,-17%,-12,i,-33%,?,20%,-26%,?,21µM*
CC1=C(C(=O)Nc2ccc(CC(=O)NCc3ccc(OC(C)C)cc3)cc2)SCCO1,?,62,i,-8%,?,.,?,0.37µM*,0.33µM*
O=C(Nc1ccccc1N1CCN(c2ccc(F)cc2)CC1)c1ccccc1,14%,?,i,4%,-7%,-28%,21%,-1%,?
O=C(c1cccc(S(=O)(=O)N2CCOCC2)c1)N1CCOCC1,11%,1,i,-25%,-3%,-10%,6%,11%,1%
Cc1cc(C(=O)CN2CCCCC2)c(C)n1-c1ccc(F)cc1,-4%,-26,i,-26%,-1%,30%,-8%,0%,5%
CC1CN(S(=O)(=O)c2cccc(C(=O)Nc3cc(Cl)ccc3N3CCOCC3)c2)CC(C)O1 (stereo not given),-26%,-22,?,-17%,-4%,?,-19%,-7%,9%
Cc1cccc(-n2c(C)nc3ccsc3c2=O)c1,0%,36,i,28%,0%,-6%,-11%,0%,2%
Cc1cc(C)c2nc3c(c(C(=O)O)c2c1)CCC3,6%,33,i,0%,-10%,-5%,0%,17%,-11%
Cc1ccc(C)n1-n1cnc2scc(-c3cccs3)c2c1=O,-15%,-16,i,-2%,13%,-2%,-1%,13%,-2%
CCCn1c2ccc(F)cc2c2nnc(SCCN3CCCCC3)nc21,-23%,-30,?,-2%&-32%,?,-8%&-4%,-2%,0%&-4%,?
NS(=O)(=O)c1ccc(NC(=O)COC(=O)CCC2CCCC2)cc1,12%,28,?,3%,-3%[1.84 µM],7%,19%,9%,0%
Cc1ccc(S(=O)(=O)N2CCN(C(=O)CCCOc3cccc(C)c3)CC2)cc1,-1%[9.24 µM],12,i,10%,-38%[inhibitor],-13%,-1%,-4%,-1%
N#CCSc1nc2ccccc2c(=O)n1CCCC(=O)NCC1CCCO1 (stereo not given),2%,-2,i,-11%,6%[1.84 µM],9%,-7%,14%,-3%
Cc1cccc(N2CCN(C(=O)Nc3cn(CC(C)C)c(=O)c4ccccc34)CC2)c1C,.,.,i,-23%,.,-17%,.,-9%,.
CC1CCCCN1CCCNC(=O)c1ccc(Br)cc1 (stereo not given),0%,17,i,0%,-3%,-14%,7%,-3%,2%
COc1cc(/C=N/N=C(/N)c2nonc2N)cc(Br)c1OCc1ccccc1C,?,-10,i,-53%,1%,31%,?,1%,13µM*
CN(C)c1nc(-c2ccccc2)ncc1S(=O)(=O)c1ccccc1,0%,-6,i,3%,1%,5%,4%,-8%,2%
CC1(C(=O)NS(=O)(=O)c2ccccc2)CCN1C(=O)Cc1cccs1 (stereo not given),1%,-3,i,-1%,.,11%,7%,0%,.
Oc1c(Br)cc(Br)cc1/C=N/Nc1ccc(Cl)nn1,-7%,-15,?,-18%,?,2.8µM*,-25%,?,?
COc1cc(OC)c(NC(=O)CC(c2cccs2)N2Cc3ccccc3C2=O)cc1Cl (stereo not given),.,.,i,-54%,.,-19%,.,1%,.
Cn1nc(C(=O)N2CCN(S(=O)(=O)c3ccc(Cl)cc3)CC2)c2ccccc2c1=O,-12%,12,i,-21%,-5%,-4%,-15%,-15%,-1%
CCc1ccc(NC(=O)c2ccc3c(c2)C(=O)N(CCOC)C3Nc2ccc(CC)cc2)cc1 (stereo not given),0%,27,?,0%,14%,-3%,-4%,-21%,?
O=S(=O)(Oc1ccc(C(=S)N2CCOCC2)cc1)c1ccc(Cl)cc1,-8%,?,i,1%,?,4%,-11%,-1%,?
COc1ccc(N(CC(=O)Nc2ccc(F)cc2F)S(=O)(=O)c2c(C)nn(C)c2C)cc1,14%,11,i,3%,-26%,7%,-5%,-3%,-2%

(listing goes on)
compound,HT1080-NT tox,IL-1B inflam inh,S2 tox,HepG2 viability,SW480 rerep,ATXN2 expr inh,HT1080 IDH1KD tx,KB-3-1 tox,MCF10A rerep
COCc1ccc(C(=O)N2CCC(CCC(=O)Nc3cccc(C)c3)CC2)s1,1%,25,i,-2%,-10%,-23%,5%,-1%,-3%
Oc1c(C(c2ccc(Cl)cc2)N2CCC3(CC2)OCCO3)sc2nc(-c3ccco3)nn12 (stereo not given),.,.,i,-12%,.,-3%,.,14%,.
O=C1CCCCC1(c1ccccc1)c1ccccc1,7%,29,i,-21%,-3%,4%,14%,0%,2%
N/C(=N\OC(=O)Cc1ccc(-c2ccccc2)cc1)c1ccccn1,11%,-10,i,-30%,-21%,39%,-1%,-5%,17%
COc1cc2ccccc2cc1C(=O)NC1CCC(C)CC1 (stereo not given),2%,-51*,i,-23%,-6%,47%[activator],8%,6%,14%
COc1cc(NC(=O)c2ccc(Br)o2)ccc1NC(=O)c1ccccc1Cl,?,?,?,-16%,9%,-18%,?,4%,?
O=C(O)C(S)C(S)C(=O)O (stereo not given),-3%,-10,i,-2%,4%,-1%&6%,22%,-3%,-10%
Cc1cccc(C)c1NC(=O)C(CCc1ccccc1)n1c(=O)c(-c2ccccc2)nc2ccccc21 (stereo not given),?,-4,.,.,.,.,?,-24%,.
Cc1ccc(S(=O)(=O)N(C)C)cc1NC(=O)CSc1ccc2c(c1)OCCO2,5%,11,i,-1%,-1%,2%,1%,5%,-1%
CCOC(=O)c1cn(Cc2ccccc2)c2cc(C)nn2c1=O,10%,11,?,5%,-4%,0%,0%,3%,-6%
COc1ccc(-c2csc(N3C(=O)CNC3=S)n2)cc1,18%,-21,i,13%,-2%,-6%,17%,14%,-4%
COc1cccc(CNS(=O)(=O)c2cc3[nH]c(=O)c(=O)[nH]c3cc2C)c1,.,.,i,7%,.,14%,.,3%,.
COc1ccc(NC(=O)CN(C)C(=O)CSc2ccc(Br)cc2)cc1,-4%,20,?,-17%,-6%,.,2%,-7%,-3%
COc1ccc(OCC(O)CNC(=O)c2ccc(OC)cc2)cc1 (stereo not given),9%,3,i,8%,-11%,2%,4%,15%,-9%
CCCCN(Cc1ccccc1)S(=O)(=O)c1ccc2[nH]c(=O)oc2c1,-8%,1,i,-38%,-1%,-11%,-13%,-2%,-1%
COc1ccc(CNC(=O)C2CCCN(S(=O)(=O)c3cc(C)ccc3OC)C2)cc1 (stereo not given),2%,12,i,-2%,3%,-8%,-23%,-20%,0%
COc1cccc(C(c2sc3ncnn3c2O)N2CCN(C(=O)c3ccco3)CC2)c1 (stereo not given),17%,-6,i,-5%,-4%,-3%,9%,-1%,-9%
CC1=C(C(=O)Nc2cccc(C(F)(F)F)c2)C(c2ccccn2)n2ncnc2N1 (stereo not given),.,.,i,-10%,.,-9%,.,6%,.
COc1cccc(C(=O)NCc2ccc3c(c2)OCO3)c1,9%,11,i,1%,-74%,5%,23%,16%,5%
CCCCNS(=O)(=O)CCNCc1ccco1,-3%,-3,i,10%,-32%[inhibitor],0%,-6%,-13%,14%
Cc1cc(NC(=O)c2cc(-c3ccc(OC(C)C)cc3)nc3ccccc23)no1,-1%,-3,i,-18%,-7%,0%,-10%,-9%,2%
Cc1cc(SCC(=O)NC(=O)NCc2ccco2)nc2c(C)cccc12,-27%,15,i,-10%,19%,-4%,?,-18%,?
CC1CCCN(C(=O)c2ccc3c(c2)OCCO3)C1 (stereo not given),6%[9.24 µM],7,i,6%,-7%,40%[activator],-2%,11%,-5%
Cc1c(C(=O)N2CCC(N3CCSCC3)CC2)oc2c(F)cccc12,-3%,15,i,-10%,?,8%,-22%,-2%,15%
O=C(Nc1cccc(C(=O)N2CCCC2)c1)C1CCCC1,14%,31,i,10%,-69%,4%,13%,0%,-24%

(more compounds)
compound,HT1080-NT tox,IL-1B inflam inh,S2 tox,HepG2 viability,SW480 rerep,ATXN2 expr inh,HT1080 IDH1KD tx,KB-3-1 tox,MCF10A rerep
O=C(Nc1ccccc1F)C1CCN(C(=O)NC2CCCCC2)CC1,6%,10,i,-10%,-16%,1%,-2%,10%,-4%
COCCN(C(=O)COC(=O)c1ccc(C)s1)c1c(N)n(Cc2ccccc2)c(=O)[nH]c1=O,4%,5,i,2%,-11%,2%,11%,19%,2%
O=C(Nc1ccccc1)N1CCCN(Cc2ccccc2F)C1,0%,-9,?,1%,-5%,0%,1%,10%,-10%
O=C(NCCN1CCOCC1)c1c(O)nc2ccccn2c1=O,7%,10,i,6%,5%,.,8%,6%,-1%
COC(=O)[C@@H](N)CS,?,19,i,-24%,?,-2%,10%,0%,?

Already shown: an excerpt of the list.
compound,HT1080-NT tox,IL-1B inflam inh,S2 tox,HepG2 viability,SW480 rerep,ATXN2 expr inh,HT1080 IDH1KD tx,KB-3-1 tox,MCF10A rerep
O=C(Nc1ccccc1F)C1CCN(C(=O)NC2CCCCC2)CC1,6%,10,i,-10%,-16%,1%,-2%,10%,-4%
COCCN(C(=O)COC(=O)c1ccc(C)s1)c1c(N)n(Cc2ccccc2)c(=O)[nH]c1=O,4%,5,i,2%,-11%,2%,11%,19%,2%

Source: PubChem (National Center for Advancing Translational Sciences (NCATS))
